# Rin1-Abl PPI inh = inhibitors of Rin1-Abl protein binding, primary screen, biochemical, TR-FRET. Tyrosine-protein kinase ABL1 (Homo sapiens) + Ras and Rab interactor 1 (Homo sapiens), …. inhibition, % at 7.35 µM. actives 0.4% (n = 360,000). AID 588664, 2011; in the data active = inhibition above about 5%, passing the limit was not always enough
# PABP1 MLLE inh = inhibitors of PABP1 MLLE–PAM2 peptide binding, primary screen, biochemical, fluorescence polarization, FITC-PAM2, GST-MLLE | Polyadenylate-binding protein 1 (Homo sapiens), P11940 | inhibition, % at 20 µM | actives 0.36% (n = 360,000) | AID 588489, 2011; in the data active = inhibition above about 35%, passing the limit was not always enough;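 also: plate controls were DMSO wells with GST-MLLE for no effect and wells lacking GST-MLLE protein for full effect; some results filed as inactive read as strong as hits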
# Rpn11 block = Rpn11 (PSMD14) deubiquitinase inhibitors, primary screen, biochemical, fluorescence polarization, uHTS; actives 0.59% (n = 360,000); calls only at 20 µM; human 26S proteasome, Ub4-pepOG fluorescence polarization; 20S core pre-blocked with epoxomicin;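 active = inhibition at 20 µM, scaled to each plate's controls, above about 33%, limit read from the data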
# SKN-1 block = suppressors of acrylamide-induced Pgst-4::GFP reporter in worms, primary screen, SKN-1 inhibitor project, whole organism, uHTS, GFP/RFP fluorescence ratio, strain VP596. actives 0.49% (n = 360,000). inhibition, % at 21.8 µM. C. elegans VP596 Pgst-4::GFP/RFP ratio, 24 h. AID 624304, 2012;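 active = interference check ratio from 0.5 to 1.5 plus GFP to RFP signal ratio inhibition reaching or exceeding a fixed threshold, cut at about 30% in these data, passing the limit was not always enough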; also: some compounds called inactive have numbers as strong as hits
# CSN deneddyl inh = inhibitors of CSN-mediated cullin deneddylation, primary screen, biochemical, fluorescence polarization, uHTS; inhibition, % at 12.5 µM; COP9 signalosome complex subunit 5 (Homo sapiens), Q92905; Purified CSN, SCF-Nedd8-OG deneddylation; actives 0.38% (n = 360,000); AID 651999, 2013;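 active = pattern-corrected inhibition above about 35%, with an unprinted fluorescence ratio check between 0.5 and 1.5, limit read from the data, passing the limit was not always enough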;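 also: 0% = enzyme with substrate and 100% = substrate without enzyme; some results filed as inactive read as strong as hits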
#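 Assay system: Purified human Csn5 enzyme expressed in HEK293T cells | Amount: Enzyme 0.24 nM | Measured by: Fluorescence polarization readout | Medium: Tris/NaCl/DTT buffer, pH 7.5 | Compound dosing: One concentration, 12.5 µM, 0.25% DMSO | Times: 90 min incubation of compound, enzyme and substrate at room temperature | Control set: no-enzyme wells high, enzyme-with-substrate wells low | Read-out: % inhibition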
# MT1-MMP act inh = blockers of MT1-MMP proenzyme processing, primary screen, HT1080 RFP-PRO-GFP cells, GFP/RFP fluorescence; Matrix metalloproteinase-14 (Homo sapiens), P50281; GFP/RFP ratio fluorescence, overnight; percent of plate control window, DMSO zero; GFP/RFP ratio change, % at 20 µM; actives 0.061% (n = 360,000);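 active = GFP/RFP ratio change of at least 30% with cell ATP level not reduced by more than half and red fluorescence within 50% of control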; also: strong numbers were not always called active
#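 Assay system: HT1080 RFP-PRO-GFP cells. Benchmarks: DMSO vehicle wells and RFP-L50D-GFP reporter cell wells. Times: overnight cell settling, then overnight compound exposure, 37 °C, 5% CO2. Compound: 20 µM single dose, 1% DMSO. Read-out basis: GFP/RFP fluorescence ratio.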
# NadD block = inhibitors of S. aureus NadD, primary screen, biochemical, colorimetric, uHTS | Nicotinate-nucleotide adenylyltransferase NadD (Staphylococcus aureus N315) | purified NadD enzyme, colorimetric absorbance read-out | inhibition, % at 20 µM | actives 0.78% (n = 360,000) | AID 602399, 2012; in the data active = inhibition above about 26%; also: some compounds past the cut are filed as inactive
# Neddylation inh = inhibitors of cullin neddylation, primary screen, biochemical, TR-FRET, uHTS, NAE and Ubc12; NEDD8-conjugating enzyme Ubc12 (Homo sapiens) + NEDD8-activating enzyme E1 regulatory …; calls only at 25 µM; actives 0.58% (n = 360,000); in the data active = inhibition above about 36%
# FAS-TE inh = FAS thioesterase domain inhibitors, primary screen, biochemical, fluorescence intensity, uHTS | recombinant FAS-TE, OMFH fluorogenic substrate, fluorescence endpoint | inhibition, % at 15 µM | actives 0.67% (n = 360,000);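 active = compounds whose normalised, plate-corrected inhibition of enzyme fluorescence in the single-dose primary screen is 50% or more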;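 also: 0% = DMSO with enzyme and 100% = substrate without enzyme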
# Target sequence (P49327 whole entry, looked up, the tested form may be a part): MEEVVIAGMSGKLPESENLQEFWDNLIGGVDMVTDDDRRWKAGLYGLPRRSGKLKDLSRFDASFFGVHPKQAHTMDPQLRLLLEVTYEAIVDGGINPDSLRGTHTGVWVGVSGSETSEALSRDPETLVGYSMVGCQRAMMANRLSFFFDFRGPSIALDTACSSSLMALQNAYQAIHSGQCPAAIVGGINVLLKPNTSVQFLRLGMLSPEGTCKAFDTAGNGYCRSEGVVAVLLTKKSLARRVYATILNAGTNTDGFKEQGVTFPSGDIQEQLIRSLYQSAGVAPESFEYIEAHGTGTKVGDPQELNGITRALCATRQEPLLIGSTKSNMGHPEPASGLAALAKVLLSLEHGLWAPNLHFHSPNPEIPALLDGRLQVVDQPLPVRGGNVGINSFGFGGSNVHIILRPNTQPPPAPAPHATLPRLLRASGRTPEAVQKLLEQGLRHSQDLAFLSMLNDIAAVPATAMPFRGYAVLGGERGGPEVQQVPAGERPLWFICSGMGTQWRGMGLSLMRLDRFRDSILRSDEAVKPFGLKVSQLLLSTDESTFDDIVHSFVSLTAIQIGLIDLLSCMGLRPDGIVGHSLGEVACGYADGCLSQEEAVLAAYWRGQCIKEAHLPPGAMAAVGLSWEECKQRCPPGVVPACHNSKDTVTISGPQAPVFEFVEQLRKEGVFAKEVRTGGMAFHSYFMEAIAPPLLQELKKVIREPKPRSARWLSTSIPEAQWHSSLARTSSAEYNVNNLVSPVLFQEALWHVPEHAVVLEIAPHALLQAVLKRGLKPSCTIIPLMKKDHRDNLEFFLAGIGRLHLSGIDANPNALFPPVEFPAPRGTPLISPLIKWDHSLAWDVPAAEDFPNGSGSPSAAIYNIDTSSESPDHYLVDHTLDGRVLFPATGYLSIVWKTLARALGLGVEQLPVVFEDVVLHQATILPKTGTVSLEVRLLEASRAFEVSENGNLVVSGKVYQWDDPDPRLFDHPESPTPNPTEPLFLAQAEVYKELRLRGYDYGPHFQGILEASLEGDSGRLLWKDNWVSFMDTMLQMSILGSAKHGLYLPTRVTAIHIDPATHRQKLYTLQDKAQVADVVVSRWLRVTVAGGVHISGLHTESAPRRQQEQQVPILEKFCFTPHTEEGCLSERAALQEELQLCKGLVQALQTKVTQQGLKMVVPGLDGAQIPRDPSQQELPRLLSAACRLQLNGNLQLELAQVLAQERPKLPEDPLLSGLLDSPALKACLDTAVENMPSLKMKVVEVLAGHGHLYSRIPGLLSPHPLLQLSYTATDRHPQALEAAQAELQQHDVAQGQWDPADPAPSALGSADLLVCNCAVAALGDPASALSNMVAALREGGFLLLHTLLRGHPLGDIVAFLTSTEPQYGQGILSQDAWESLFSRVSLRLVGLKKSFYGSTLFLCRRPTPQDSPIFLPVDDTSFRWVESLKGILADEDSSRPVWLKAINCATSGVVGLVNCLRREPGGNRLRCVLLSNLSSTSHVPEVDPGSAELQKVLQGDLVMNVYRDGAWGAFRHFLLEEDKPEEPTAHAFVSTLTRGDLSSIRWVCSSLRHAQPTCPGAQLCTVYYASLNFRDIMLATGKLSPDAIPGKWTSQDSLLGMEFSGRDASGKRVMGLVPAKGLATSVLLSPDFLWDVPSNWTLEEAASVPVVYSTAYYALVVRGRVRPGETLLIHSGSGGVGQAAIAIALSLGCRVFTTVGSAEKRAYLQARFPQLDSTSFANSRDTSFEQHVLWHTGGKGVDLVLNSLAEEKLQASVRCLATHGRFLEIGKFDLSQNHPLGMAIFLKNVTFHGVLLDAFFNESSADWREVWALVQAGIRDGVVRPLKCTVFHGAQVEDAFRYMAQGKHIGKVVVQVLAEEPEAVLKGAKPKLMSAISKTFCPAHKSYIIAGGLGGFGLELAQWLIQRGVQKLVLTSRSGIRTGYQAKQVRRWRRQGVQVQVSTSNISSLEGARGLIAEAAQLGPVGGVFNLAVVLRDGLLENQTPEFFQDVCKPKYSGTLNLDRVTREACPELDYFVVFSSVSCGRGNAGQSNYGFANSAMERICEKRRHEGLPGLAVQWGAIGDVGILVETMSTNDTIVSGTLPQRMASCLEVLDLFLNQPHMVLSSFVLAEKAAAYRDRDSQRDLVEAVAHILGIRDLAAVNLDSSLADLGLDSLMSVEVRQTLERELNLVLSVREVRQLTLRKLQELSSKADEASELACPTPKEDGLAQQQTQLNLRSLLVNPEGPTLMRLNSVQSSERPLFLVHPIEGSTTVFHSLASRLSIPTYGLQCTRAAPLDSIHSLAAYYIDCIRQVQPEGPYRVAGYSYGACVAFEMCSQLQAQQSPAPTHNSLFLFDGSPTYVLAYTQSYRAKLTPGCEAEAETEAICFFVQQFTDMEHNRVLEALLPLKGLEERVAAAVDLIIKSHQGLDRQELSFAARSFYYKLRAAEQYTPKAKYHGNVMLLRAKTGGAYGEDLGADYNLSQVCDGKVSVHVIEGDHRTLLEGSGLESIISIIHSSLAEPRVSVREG
# The depositor's hits bear a star; i = inactive; . = no result given; + = active, no number. Rows are unselected; any-hit rate near 3.9%.
SMILES,Rin1-Abl PPI inh,PABP1 MLLE inh,Rpn11 block,SKN-1 block,CSN deneddyl inh,MT1-MMP act inh,NadD block,Neddylation inh,FAS-TE inh
CN1CCN(S(=O)(=O)c2cccc(S(=O)(=O)c3cccc(S(=O)(=O)N4CCN(C)CC4)c3)c2)CC1,-2.0,-4.4,i,-19.6,-5.7,-0.2,-4.5,i,0.0
Cc1c(Cl)cccc1NC(=O)CSc1ccc(-c2cccnc2)nn1,-2.3,4.0,i,-7.9,-1.8,4.2,-5.7,i,-1.4
CC#CCNCc1ccccc1,-1.7,-11.7,i,3.3,-1.3,2.2,-3.7,i,-2.6
COC(=O)C1=C(CCc2ccccc2)NC(=O)NC1c1ccc(Cl)cc1 (centres undefined),3.2,8.4,i,7.9,-0.4,10.0,-1.7,i,10.8
NC(=O)C1CCN(C(=O)C(Cc2ccccc2)NC(=O)c2ccccc2)CC1 (centres undefined),4.0,0.7,i,0.7,1.5,1.7,-0.9,i,-4.9
c1ccc(CN2CCC3CC2c2cc(N4CCCCC4)ccc23)cc1 (centres undefined),0.2,-0.8,i,-8.6,6.0,1.8,-4.0,i,-4.5
Cc1c(NC(=O)c2ncn[nH]2)cccc1-c1nc2ccccc2s1,-6.8,-121.5,i,1.0,-4.9,-3.4,6.6,i,-25.9
CCOC(=O)c1c(CN2CCOCC2)n(-c2ccccc2)c2cc(Br)c(O)cc12,0.7,-2.3,i,17.9,-3.5,-10.8,-3.9,i,17.3
C=CCNC(=O)NC(=O)COC(=O)CNS(=O)(=O)c1ccc(F)c(F)c1F,-0.5,-6.9,i,0.4,5.6,-0.9,-11.9,i,-8.0
CCN1CCN(c2cc(N3CCN(C(=O)c4ccco4)CC3)c3c4c(onc24)-c2ccccc2C3=O)CC1,-10.8,23.1,i,26.8,-10.7,1.6,44.8*,i,8.6
CC1CCCC(C)N1S(=O)(=O)c1ccc(NC(=O)CNCC2CCCO2)cc1 (centres undefined),0.9,-5.0,i,4.3,-2.4,-0.6,-7.4,i,-4.9
O=c1[nH]cc(N=Cc2cc(Cl)cc(Cl)c2O)c(=O)[nH]1,4.0,28.9,i,-2.3,-0.8,1.3,7.4,+,-1.2

# Pulled by compound from the list above:
SMILES,Rin1-Abl PPI inh,PABP1 MLLE inh,Rpn11 block,SKN-1 block,CSN deneddyl inh,MT1-MMP act inh,NadD block,Neddylation inh,FAS-TE inh
COC(=O)C1=C(CCc2ccccc2)NC(=O)NC1c1ccc(Cl)cc1 (centres undefined),3.2,8.4,i,7.9,-0.4,10.0,-1.7,i,10.8
CCOC(=O)c1c(CN2CCOCC2)n(-c2ccccc2)c2cc(Br)c(O)cc12,0.7,-2.3,i,17.9,-3.5,-10.8,-3.9,i,17.3

# (continued)
SMILES,Rin1-Abl PPI inh,PABP1 MLLE inh,Rpn11 block,SKN-1 block,CSN deneddyl inh,MT1-MMP act inh,NadD block,Neddylation inh,FAS-TE inh
COc1ccc(C(CNc2ccc(S(C)(=O)=O)cc2[N+](=O)[O-])N(C)C)cc1OC (centres undefined),0.3,-1.7,i,20.9,-0.5,.,5.5,i,-6.5
O=C(CC1Sc2ncnn2C1=O)Nc1ccc(Br)cc1 (centres undefined),-0.4,22.6,i,-4.1,-1.7,2.2,7.2,i,-2.6
CCCCC(=O)Nc1ccc(NC(=O)C(C)C)cn1,-3.8,2.8,i,-0.2,0.1,-0.9,3.1,i,-6.4
Cc1coc2c(C)c3oc(=O)c(CCC(=O)N4CCC(C(=O)NCCCC(=O)O)(c5ccccc5)CC4)c(C)c3cc12,-1.6,-1.6,i,3.5,-2.0,6.0,8.5,.,0.1
O=C(O)CC(CC(=O)O)(C(=O)O)c1ccccc1,1.0,12.8,i,-4.5,1.2,-2.8,-5.8,i,-1.2
CC(C)(C)OC(=O)[C@H](Cc1ccccc1)NC(=O)c1[nH]cnc1C(=O)Nc1ccc(Cl)cc1,-0.8,3.3,i,4.2,-7.8,-6.4,-0.1,i,24.7
CC(=O)NC(Cc1ccc(F)cc1)C(=O)NC1CCN(C(=O)Nc2ccc(F)cc2)CC1 (centres undefined),4.1,4.4,i,10.1,-1.8,-0.4,-1.4,i,-6.1
CC(C)C(C(=O)NC1CCCC1)N1CCC(O)(c2ccc(Cl)cc2)CC1 (centres undefined),.,.,.,11.6,1.0,-0.9,.,i,.
O=S(=O)(Nc1ccc2c(c1)OCCO2)c1cnc[nH]1,-1.6,-7.2,i,-13.6,-4.2,1.0,-2.5,i,-9.4
COc1ccc2c(c1)C(c1ccc(C)o1)=NNC(c1ccccc1)=N2,1.7,-8.2,i,2.4,-3.1,7.1,2.5,i,10.0
Cc1cc(C)cc(NC(=S)N2CCC(c3nc4ccccc4s3)CC2)c1,3.2,-103.2,i,8.0,3.2,2.7,7.0,i,22.6
CNc1nc2ccccc2n1/N=C/c1cccc(OC)c1OC,-6.8,10.3,i,-0.9,-11.1,6.1,-10.7,i,3.1
Fc1ccccc1CSc1nnc2ccc(-c3ccncc3)nn12,-10.8,-0.8,i,-6.1,1.6,-4.6,-0.2,i,-8.0
CC12CCC(=O)N1C(C(=O)Nc1ccccc1F)CS2 (centres undefined),1.0,4.7,i,16.2,-1.8,3.7,-0.7,i,-4.4
O=[N+]([O-])c1ccc(N2CCCCCC2)c([N+](=O)[O-])c1,0.5,-2.4,i,1.0,-0.1,-5.7,-5.5,i,19.3
CCOc1ccc(S(=O)(=O)N(C)c2ccc(OCC(=O)Nc3nccs3)cc2)cc1,0.9,-5.6,i,0.6,-0.2,2.6,2.4,i,19.3
CCCn1nnc(NC(=O)/C=C/c2cc(Br)ccc2OC)n1,-4.6,11.2,i,-1.4,-7.1,0.4,-8.7,i,-1.2
COc1ccc(C(CNC(=O)C2CC(=O)N(Cc3ccccc3)C2)N2CCOCC2)cc1 (centres undefined),0.1,-9.1,i,-11.1,1.4,-5.9,-5.3,i,-6.8
Cc1ccc(S(=O)(=O)N2CCCCC2)cc1NC(=O)Cc1cccs1,2.6,9.3,i,-8.8,-4.4,2.7,5.0,i,-0.8
O=c1[nH]nc(-c2ccc(F)cc2)cc1Cc1ccc(F)cc1,4.9,6.9,i,-2.7,0.7,-1.0,-7.6,i,7.1
CC(C)Cc1nc(Nc2ccc(S(=O)(=O)N3CCCC3)cc2)c2nnn(Cc3ccccc3)c2n1,-0.7,-2.6,i,3.7,-1.9,-21.1,4.3,.,18.5
COc1ccc(NC(=O)c2cc(-c3ccc(F)cc3OC)n[nH]2)c(OC)c1,-1.8,-11.6,i,4.1,4.8,-4.2,2.2,i,17.9
C=CCn1c(C)nnc1SCC(=O)NC1CC1,-1.3,-2.5,i,3.5,-3.4,-2.5,0.7,i,-11.4
CCOC(=O)Cn1c(C)[n+](C)c2cc(Cl)c(Cl)cc21,1.9,-133.2,i,-6.9,-1.7,-0.2,0.0,i,-9.8
O=C(OCC(=O)N1CCOCC1)c1cnc(Cl)c(Cl)c1,2.8,3.3,i,3.5,-0.7,4.3,1.9,i,-1.5
Cc1c(C=O)c2ccccn2c1C(=O)c1ccccc1,-0.1,8.5,i,-4.6,1.8,-2.3,-2.1,i,0.4
OCCNc1nc2ccccc2n1-c1ncnc2sc3c(c12)CCC3,-1.6,-46.8,i,-30.4,2.8,5.0,3.6,i,-23.9
Cc1ccccc1Nc1nc(N)nc(CN(C)c2ccccc2)n1,1.4,2.5,i,9.4,4.2,2.7,2.7,i,1.9
O=C(NNc1ccccc1)C(=O)N1CCCCC1,1.5,-1.9,i,1.0,-1.0,3.9,2.0,i,-7.6
O=c1[nH]n(-c2cccc(Cl)c2)c2ncccc12,-0.6,-3.4,i,11.2,6.4,0.6,-3.2,i,-6.9
COCC(=O)N1CCC(Oc2ccc(C(=O)NCCc3ncccc3C)cc2)CC1,1.9,-10.0,i,9.1,-4.9,-2.1,2.3,i,-1.1
COc1ccc(Oc2ccc(NC(=O)c3ccccc3C)cc2)cc1,1.4,-14.2,i,-0.8,1.2,-0.7,-7.1,i,27.2
NC(=O)CSc1nnc(-c2ccc(S(=O)(=O)N3CCCC3)cc2)n1CC1CCCO1 (centres undefined),-1.4,-17.3,i,-5.8,-2.6,4.8,1.7,i,-8.3
O=C(O)c1ccccc1C(=O)Nc1ccc(S(=O)(=O)Nc2ccc(F)cc2)cc1,1.0,-9.1,i,-12.5,2.9,0.4,-9.3,i,-5.6
O=C(Cc1ccc(-n2cccc2)cc1)NCc1ccccc1Cl,-1.5,-11.7,i,9.1,0.6,-5.8,-5.6,i,2.2
CCCNC(=O)c1c(CSc2ccc(Cl)cc2)noc1C(=O)NCc1ccccc1,1.7,2.5,i,4.7,2.4,-2.1,-3.0,i,27.6
Cc1ccc(C)c2c1CCC(=Cc1ccccc1[N+](=O)[O-])C2=O,-5.8,11.3,i,11.4,2.7,2.4,-3.3,i,30.2
CCC(C(=O)NCc1ccc(F)cc1)N(Cc1ccco1)C(=O)c1snc(C(N)=O)c1N (centres undefined),0.1,-0.8,i,-7.0,-2.5,3.3,-6.8,i,4.1
Cc1cc(C)cc(C(=O)NC(=S)Nc2cccnc2)c1,-3.6,14.5,i,-1.9,1.8,1.1,2.2,i,-1.9
O=c1c2cc(F)ccc2[nH]c(=S)n1CCCN1CCOCC1,0.3,-33.0,i,7.5,-3.2,9.2,-0.5,i,-4.5
O=C(NCC1CCCO1)c1ccc(COc2ccc(Cl)cc2)cc1 (centres undefined),6.0,4.7,i,-0.3,1.5,6.6,-3.5,i,-9.7
Cc1ccc(/C=C2/NC(=O)N(Cc3ccc(Br)cc3)C2=O)o1,-1.9,16.5,i,-2.5,-0.6,-16.3,4.9,i,-1.2
COc1ccccc1Nc1c([N+](=O)[O-])cncc1[N+](=O)[O-],-2.9,3.8,i,4.3,-1.0,-1.6,-0.2,i,-1.0
Oc1c(I)cc(Cl)c2cccnc12,-1.1,-2.3,i,19.9,-3.2,2.3,8.0,i,1.1
CCOC(=O)c1[nH]c(C)c(C(=O)OCC(=O)NCc2ccc(Cl)cc2)c1C,2.2,-8.4,i,-5.6,5.8,1.6,-2.6,i,-6.3
Cc1ccc(C)c(NC(=O)CSc2nnc(CCCCCNC(=O)OC(C)(C)C)o2)c1,-2.3,7.0,i,19.9,1.8,-1.4,-6.7,i,-4.4

# Screens from PubChem BioAssay.
